HEK293 tox: qHTS of GLP-1 Receptor Inverse Agonists: Cytotox Screen; HEK293 cAMP-luciferase reporter cells, luminescence, 24 h; Potency, µM (highest dose often 38.3 µM), for the others: top-dose activity change, negative = inhibition, most hits filed as inhibitors; 410,000 tested, 0.13% active; AID 624418, 2012;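 further: loss of luciferase light is scored as toxicity; potency means the concentration at half of the fitted maximal effect; on the % scale 0 is the no-effect control and ±100 the full control effect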
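Quantitative HTS format, 1536 wells, 200 cells/uL seeded. Compounds: 23 nL, 24 h, 37 °C. Detection: luciferase reagent, luminescence at 12 min RT; decreased signal taken as cytotoxic.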
GLP1R inv ag: qHTS of GLP-1 Receptor Inverse Agonists (Inhibition Mode). Glucagon-like peptide 1 receptor (Homo sapiens), P43220. HEK293 GLP-1R CRE-luciferase, luminescence, 24 h; GLP-1R form is constitutively active. Potency, µM (titrated, usually from 38.3 µM), without a hit: at the top dose activity change, negative = inhibition, hits mostly inhibitors. 410,000 tested, 1.6% active. AID 624417, 2012; further: potency means the concentration at half of the fitted maximal effect; on the % scale 0 is the no-effect control and ±100 the full control effect; nearly all actives have a fitted effect of over 55% in size
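Constitutively active GLP-1R drives a cAMP-responsive luciferase in stably transfected HEK293 cells; test compounds are added after overnight (12 h) attachment and left 24 hr, and signal loss in luminescence marks inhibition.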
D3 antag: qHTS of D3 Dopamine Receptor Antagonist: qHTS. D3R cells, DiscoveRx beta-arrestin luminescence, antagonist mode; active compounds read low. 360,000 tested, 2.5% active. AID 652054, 2013. max response, negative = inhibition, %; in the data active means max response below about -50%; inconclusive means no clear call, values can overlap the other calls; further: on the % scale 0 is the no-effect control and ±100 the full control effect; mostly tested at two doses, the higher about 12 µM
Target sequence (P35462 whole entry, looked up): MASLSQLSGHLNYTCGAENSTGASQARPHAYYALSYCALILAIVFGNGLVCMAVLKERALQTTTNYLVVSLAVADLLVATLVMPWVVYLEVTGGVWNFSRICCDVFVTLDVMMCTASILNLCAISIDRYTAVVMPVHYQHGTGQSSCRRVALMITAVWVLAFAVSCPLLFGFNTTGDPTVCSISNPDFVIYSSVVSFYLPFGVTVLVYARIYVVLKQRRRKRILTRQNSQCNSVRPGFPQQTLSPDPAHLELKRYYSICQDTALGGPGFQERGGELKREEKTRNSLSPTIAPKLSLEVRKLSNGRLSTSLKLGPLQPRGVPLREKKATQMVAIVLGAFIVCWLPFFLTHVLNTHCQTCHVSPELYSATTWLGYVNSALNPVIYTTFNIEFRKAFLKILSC
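Cells plated overnight at 1500 cells/well, then exposed to library compounds with dopamine controls for 90 minutes at 37 degrees C. DiscoveRx reagent added for 30–60 minutes at room temperature; luminescence read, quantitative HTS format.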
TDP-43 yeast inh: qHTS of TDP-43 Inhibitors. TDP-43 expressing yeast growth rescue, BacTiter-Glo, 24 h. Potency, µM (series often up to 46.1 µM), for the others: top-dose growth rescue (activation), usual class: activators. 410,000 tested, 1.8% active. AID 652104, 2013; further: potency means the concentration at half of the fitted maximal effect; % of control where 0% means no effect; nearly all actives have a fitted effect of over 50% in size
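Yeast cells expressing TDP-43 under galactose induction are exposed to compounds for 24 hr at 30 deg C. BacTiter-Glo luminescence measures growth, so protective compounds score as activators.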
KB-V1 cytotox: qHTS assay for MDR1-selective chemotherapeutics: Primary screen using the drug-selected MDR subline cells KB-V1 | AID 1347076, 2019 | KB-V1 MDR cells viability, CellTiter-Glo, 72 h | Potency, µM (doses to about 46.1 µM), inactives show top-dose activity change, negative = cytotoxicity, usual class: cytotoxic | 400,000 tested, 3.4% active; further: potency means the concentration at half of the fitted maximal effect; on the % scale 0 is the no-effect control and ±100 the full control effect; nearly all actives have a fitted effect of over 60% in size
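Cytotoxicity toward P-gp-expressing KB-V1 cells was determined as loss of CellTiter-Glo luminescence after 72 h at 37 degrees C. Compounds were tested in quantitative HTS format across a concentration range, with curves fitted to normalized data.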
PTHR1 agonist: qHTS for PTHR1 Agonists: Primary Screen | HEK293 GP2 PTHR1 cells, GloSensor cAMP luminescence, 1 h | Potency, µM (doses to about 115 µM), inactives show at the top dose activation, usual class: activators | 410,000 tested, 0.075% active | AID 743266, 2014; further: potency means the concentration at half of the fitted maximal effect; nearly all actives have a fitted effect of over 55% in size; some results filed as inactive show a strong effect at the top dose; inactives centre near -15; many of its hits are not listed in these tables
Target sequence (Q03431 whole entry, looked up): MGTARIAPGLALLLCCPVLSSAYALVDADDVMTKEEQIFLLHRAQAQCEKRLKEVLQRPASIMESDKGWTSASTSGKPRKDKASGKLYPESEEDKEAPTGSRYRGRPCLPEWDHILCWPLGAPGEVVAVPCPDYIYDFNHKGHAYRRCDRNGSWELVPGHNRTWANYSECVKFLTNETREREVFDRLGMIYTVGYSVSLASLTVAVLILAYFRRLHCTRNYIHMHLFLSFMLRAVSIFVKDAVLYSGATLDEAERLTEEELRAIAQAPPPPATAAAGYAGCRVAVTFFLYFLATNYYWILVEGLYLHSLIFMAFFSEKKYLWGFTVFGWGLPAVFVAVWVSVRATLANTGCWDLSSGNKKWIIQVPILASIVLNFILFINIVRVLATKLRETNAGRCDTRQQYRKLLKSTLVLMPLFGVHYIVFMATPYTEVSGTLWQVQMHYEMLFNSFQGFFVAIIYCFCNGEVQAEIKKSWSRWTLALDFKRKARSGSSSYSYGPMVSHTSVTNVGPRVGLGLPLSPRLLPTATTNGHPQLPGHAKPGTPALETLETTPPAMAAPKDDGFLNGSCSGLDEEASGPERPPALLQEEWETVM
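HEK-293-derived GP2 cells expressing PTHR1 and a GloSensor cAMP reporter, 3,000/well, plated overnight, given luciferin plus IBMX (each 0.5 mM as added) for 1 h at 37 °C, then compound for 1 h at 37 °C. Luminescence was read after 15 min at room temperature.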
DRD3 agonist: qHTS of D3 Dopamine Receptor Agonist: qHTS; AID 652048, 2013; D3R DiscoveRx beta-arrestin cells, luminescence, 90 min; 410,000 tested, 0.58% active; max activation, %; D(3) dopamine receptor (Homo sapiens), P35462; in the data active means max activation above about 30%; further: 0% is about no effect; mostly tested at two doses, the higher about 12 µM
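Cells at 1500/well, incubated overnight, then treated with pinned compounds (dopamine as control) for 90 min at 37 degrees C. DiscoveRx reagent added for 30 - 60 minutes at room temperature; luminescence read.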
GLP1R ag: qHTS of GLP-1 Receptor Agonists | Glucagon-like peptide 1 receptor (Homo sapiens), P43220 | AID 624172, 2012 | Potency, µM (titrated, usually from 45.6 µM), for inactives: at the top dose activation, most hits filed as activators | 380,000 tested, 0.007% active | HEK293 GLP-1R CRE-luciferase, luminescence, 4-6 h; cells express a hypersensitive GLP-1R form; further: potency means the concentration at half of the fitted maximal effect; % of control where 0% means no effect
aSyn yeast inh: qHTS of alpha-syn Inhibitors | Yeast expressing alpha-synuclein, growth rescue, BacTiter-Glo, 24 h | Potency, µM (series often up to 46.1 µM), for the others: top-dose growth rescue (activation), most hits filed as activators | 370,000 tested, 0.14% active | AID 652106, 2013; further: potency means the concentration at half of the fitted maximal effect; % of control where 0% means no effect; nearly all actives have a fitted effect of over 65% in size
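Rescue of yeast growth: cells expressing toxic alpha-synuclein, induced in galactose at OD600 0.02, incubated with compound 24 h at 30 C. ATP luminescence quantified growth; inhibitors of toxicity appear as activators.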
The depositor's hits bear a star; i = inactive; ? = inconclusive; . = no result given; & = joins results of further samples; [ ] = remark or other dose. Unless noted, the call rests on the fitted dose curve; in most records, active means well fitted curve in the direction sought with a large enough effect; inconclusive means small, poorly fitted or top-dose-only effect, or another doubt; inactive means no such curve, though single readings can be large; an effect the other way counts as inactive or inconclusive. A portion of the library, so the mix of outcomes need not match the whole.

SMILES	HEK293 tox	GLP1R inv ag	D3 antag	TDP-43 yeast inh	KB-V1 cytotox	PTHR1 agonist	DRD3 agonist	GLP1R ag	aSyn yeast inh
O=C(NNc1c(Cl)cc(Cl)cc1Cl)C1CCC1	-1%	-10%	-11	16%	-14%	i	-2	7%	4%
O=C(Nc1cccc(-c2nc3ccccc3o2)c1)c1cccnc1	-27%	31%[activator]	42	11%	?	-14%	15	8%	-8%
Cc1ccc(C(=O)COC(=O)C(Cc2c[nH]c3ccccc23)NC(=O)c2ccc(Br)cc2)cc1 (stereo not given)	0%	?	.	-3%	0%	i	1	.	.
Cc1c(Br)ccc(NC(=O)CCN2C(=O)C3C4CCC(C4)C3C2=O)c1C (stereo not given)	8%	10%	-12	5%	3%	i	0	-2%	-1%
Cc1nc2c(-c3ccc(F)cc3)c(C)nn2c(C)c1CCC(=O)NCc1cccc(Cl)c1	11%	16%	.	7%	11%	-10%	-3	-1%	.
O=C(NC1CCCCC1)C1CCCN(c2nnnn2-c2ccccc2)C1 (stereo not given)	-3%	3%	-1	-11%	16µM*	i	0	-12%	7%
Cc1ccccc1-n1c(=O)n(Cc2ccc(C(=O)O)cc2)c(=O)c2[nH]cnc21	13%	24%	6	4%	0%	i	8	0%	0%
COCCCn1c(SCC(=O)OC2CCCCC2)nnc1-c1ccco1	4%	0%	-10	-8%	-2%	i	-10	16%	2%
CCC(C)Nc1nc(N)c([N+](=O)[O-])c(NCCO)n1 (stereo not given)	-26%	131%[activator]	-5	20%	2%	i	1	?	-2%
COc1ccc(S(=O)(=O)N2CCOCC2)cc1NC(=O)CCCSc1ccccc1	0%	6%	23	1%	26%	-13%	-2	3%	1%
CC(C)=C1Cc2ccccc2C1=O	-9%	6%	-8	5%	-5%	i	0	0%	5%
CC(C)C(NC(=O)c1ccc(C(C)(C)C)cc1)C(=O)NCCc1ccccn1 (stereo not given)	-13%	6%	17	2%	-19%	-13%	10	9%	2%
CCOC(=O)c1sc(C(=O)OCC)c(OCCO)c1OCCO	0%	-3%	17	3%	-1%	i	1	14%	0%
CC(NC(=O)c1cccc2c1Oc1ccccc1S2)C(=O)O (stereo not given)	-3%	4%	7	-9%	1%	1%	5	0%	?
O=C(CCN1C(=O)COc2ccccc21)N1CCN(c2ccccc2)CC1	-3%[0.307 µM]	2%[0.307 µM]	-18	4%	18%	-9%	1	-27%	2%
CS(=O)(=O)N(CC(=O)NCCc1ccccc1)c1cc(C(F)(F)F)ccc1Cl	-8%	?	.	28%	.	i	2	.	.
COc1cc(OC)c(C(=O)Nc2ccc(S(=O)(=O)Nc3ncccn3)cc2)cc1OC	-2%	59%[activator]	-7	-12%	-4%	-19%[57.5 µM]	-13	-11%	8%
CCOC(=O)c1ccccc1NC(=O)COC(=O)CSCC(=O)Nc1cc(C)on1	2%	8%	0	-3%	-3%	i	-3	0%	-2%
S=c1[nH]nc(CCCc2n[nH]c(=S)o2)o1	-45%	4%	?	0%	10%	-30%	-7	1%	-6%
Oc1oc(-c2ccc(Br)cc2)nc1C=Nc1ccc(Br)cn1	1%	-5%	-7	-2%	-14%	i	0	-2%	-3%
CCN(C(=O)CSc1nc(-c2ccccc2)cn1N)c1c(N)n(Cc2ccccc2)c(=O)[nH]c1=O	11%	12%	3	-2%	16%	-13%	-8	16%	5%
O=C(NNC(=S)NCc1ccc(Cl)cc1)c1cccnc1	-7%	5%	5	11%	-11%	-13%	9	-3%	-8%
COc1cc(C(C)=O)ccc1COc1ccc(C(=O)OCC(N)=O)cc1OC	-13%	38%[activator]	2	?	-27%	i	5	14%	2%
COc1ccc2[nH]c(CN3CCC(n4nccc4NC(=O)C4CC4)CC3)c(C)c2c1	-3%	4%	-24	2%	-7%	-3%	-8	1%	-7%
O=C(Nc1ccccn1)c1ccc(Cl)c(S(=O)(=O)N2CCc3ccccc32)c1	-5%	0%	-6	?	0%	-59%[inhibitor]	-4	-7%	-39%[inhibitor]

3 structures from above, arranged by heavy-atom count, high to low.
SMILES	HEK293 tox	GLP1R inv ag	D3 antag	TDP-43 yeast inh	KB-V1 cytotox	PTHR1 agonist	DRD3 agonist	GLP1R ag	aSyn yeast inh
Cc1ccccc1-n1c(=O)n(Cc2ccc(C(=O)O)cc2)c(=O)c2[nH]cnc21	13%	24%	6	4%	0%	i	8	0%	0%
CCOC(=O)c1sc(C(=O)OCC)c(OCCO)c1OCCO	0%	-3%	17	3%	-1%	i	1	14%	0%
O=C(NNc1c(Cl)cc(Cl)cc1Cl)C1CCC1	-1%	-10%	-11	16%	-14%	i	-2	7%	4%

Some values from the entries so far:
Value for CCN(C(=O)CSc1nc(-c2ccccc2)cn1N)c1c(N)n(Cc2ccccc2)c(=O)[nH]c1=O under KB-V1 cytotox: 16%
Value for O=C(NC1CCCCC1)C1CCCN(c2nnnn2-c2ccccc2)C1 (stereo not given) under TDP-43 yeast inh: -11%
Value for COc1cc(OC)c(C(=O)Nc2ccc(S(=O)(=O)Nc3ncccn3)cc2)cc1OC under aSyn yeast inh: 8%
Value for O=C(NNC(=S)NCc1ccc(Cl)cc1)c1cccnc1 under D3 antag: 5

Profiles, quoted from the list. Order of screens: HEK293 tox	GLP1R inv ag	D3 antag	TDP-43 yeast inh	KB-V1 cytotox	PTHR1 agonist	DRD3 agonist	GLP1R ag	aSyn yeast inh
Listed for CC(C)C(NC(=O)c1ccc(C(C)(C)C)cc1)C(=O)NCCc1ccccn1 (stereo not given) → -13%	6%	17	2%	-19%	-13%	10	9%	2%
Listed for Cc1ccc(C(=O)COC(=O)C(Cc2c[nH]c3ccccc23)NC(=O)c2ccc(Br)cc2)cc1 (stereo not given) → 0%	?	.	-3%	0%	i	1	.	.
Listed for CCN(C(=O)CSc1nc(-c2ccccc2)cn1N)c1c(N)n(Cc2ccccc2)c(=O)[nH]c1=O → 11%	12%	3	-2%	16%	-13%	-8	16%	5%
Listed for CCOC(=O)c1sc(C(=O)OCC)c(OCCO)c1OCCO → 0%	-3%	17	3%	-1%	i	1	14%	0%
Listed for CCOC(=O)c1ccccc1NC(=O)COC(=O)CSCC(=O)Nc1cc(C)on1 → 2%	8%	0	-3%	-3%	i	-3	0%	-2%

Next entries.
SMILES	HEK293 tox	GLP1R inv ag	D3 antag	TDP-43 yeast inh	KB-V1 cytotox	PTHR1 agonist	DRD3 agonist	GLP1R ag	aSyn yeast inh
COc1ccccc1/C=C(\C)C(=O)c1c(C)cc(C)[nH]c1=O	12%	-15%	5	8%	-4%	-51%	1	-4%	-2%
NC(=O)Cn1c(=O)n(CCCCCC(=O)NCc2ccc3c(c2)OCO3)c(=O)c2sccc21	1%	8%	.	14%	.	-1%	6	.	.
O=C(NCC1COc2ccccc2O1)c1cc(S(=O)(=O)N2CCOCC2)ccc1F (stereo not given)	-7%	?	3	-14%	0%	-15%	-9	6%	-2%
CCSc1n[nH]c2nc3c(c(=O)n12)C1(CCCC1)Cc1ccccc1-3	252%[activator]	?	?	3%	-4%	-17%[57.5 µM]	-8	-1%	-1%
CC(=O)c1c(C)n(C)c2ccc(O)cc12	1%	0%	14	11%	19%	i	5	-2%	5%
Cc1ccc(CN2C(=O)C(F)(F)Oc3ccc(C)cc32)cc1	3%	?	10	-4%	1%	-23%	-3	8%	4%
CCCCN(C(=O)CSc1cc(C)c2ccccc2n1)c1c(N)n(Cc2ccccc2)c(=O)[nH]c1=O	-5%	-3%	17	-13%	1%	i	-8	6%	2%
COC(=O)c1ccc(N2C(=O)CC(Sc3n[nH]c(C)n3)C2=O)cc1 (stereo not given)	55%[activator]	6%	0	?	?	16%	0	-2%	-14%
COc1cc(NC(=O)Cc2ccccc2)nc(OC)n1	0%	24%	-17	?	17%	i	3	7%	-6%
N#Cc1c(NC(=O)c2cccnc2)sc2c1CCC2	?	?	-10	-9%	5.8µM*	-4%[57.5 µM]	1	-1%	-13%
COc1ccccc1N1CCN(c2cc(C)nc3nncn23)CC1	-2%	-17%	.	3%	.	-12%	2	.	.
Cc1cccc(Cn2c(=O)n(Cc3ccco3)c(=O)c3ccccc32)c1	26%	?	-21	?	-5%	i	-14	3%	1%
Cc1ccc(C2=NS(=O)(=O)N(C)C(C(=O)Nc3ccc(F)cc3F)=C2)cc1	1%	-6%	2	6%	11%	-28%	5	4%	6%
CC(C)(C)c1ccc(COc2ccsc2C(=O)O)cc1	3%	-15%	-2	?	4%	-15%	1	9%	-26%
CC(=O)N1CC(=O)N(OCc2ccccc2)C1c1ccc(Cl)cc1Cl (stereo not given)	7%	1%	-15	-24%	-23%	i	-4	0%	1%
O=S(=O)(c1ccccc1)c1nc(-c2cccc(Cl)c2)oc1N1CCOCC1	0%&1%	?	15	21%&15%	10%&-12%	-3%&-34%	0&-9	-5%	3%
C[C@@H]1CN([C@@H](C)CO)C(=O)c2cc(Br)cnc2O[C@H]1CN(C)Cc1ccccc1C(=O)O	-38%	11%	5	23%	0%	-24%	5	3%	1%
COc1ccc(C(CC(=O)O)NC(=O)COc2ccc(C)cc2)cc1OC (stereo not given)	-7%	11%	34	8%	0%	-12%	4	-4%	-1%
CCCc1nnc(SCC(=O)N2CCCCC2C)n1CCCOC (stereo not given)	0%	9%	3	-2%	20%	i	1	5%	-5%

Screens deposited in PubChem BioAssay by National Center for Advancing Translational Sciences (NCATS).
